Assay outcomes (PubChem BioAssay)
KCNQ2 block – KCNQ2 potassium channel inhibitors, primary screen, cell-based, CHO-K1, FluxOR thallium flux, B-score (AID 2156) | O88943 | 20 min; stronger effect = lower value | B-score at 10 µM | actives 1.1% (n = 310,000);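 active means fluorescence ratio B-score at most minus 3 library SDs, with starting brightness B-score within 2 library SDs, cut at about -5.5 in these data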
Target sequence (O88943 whole entry, looked up): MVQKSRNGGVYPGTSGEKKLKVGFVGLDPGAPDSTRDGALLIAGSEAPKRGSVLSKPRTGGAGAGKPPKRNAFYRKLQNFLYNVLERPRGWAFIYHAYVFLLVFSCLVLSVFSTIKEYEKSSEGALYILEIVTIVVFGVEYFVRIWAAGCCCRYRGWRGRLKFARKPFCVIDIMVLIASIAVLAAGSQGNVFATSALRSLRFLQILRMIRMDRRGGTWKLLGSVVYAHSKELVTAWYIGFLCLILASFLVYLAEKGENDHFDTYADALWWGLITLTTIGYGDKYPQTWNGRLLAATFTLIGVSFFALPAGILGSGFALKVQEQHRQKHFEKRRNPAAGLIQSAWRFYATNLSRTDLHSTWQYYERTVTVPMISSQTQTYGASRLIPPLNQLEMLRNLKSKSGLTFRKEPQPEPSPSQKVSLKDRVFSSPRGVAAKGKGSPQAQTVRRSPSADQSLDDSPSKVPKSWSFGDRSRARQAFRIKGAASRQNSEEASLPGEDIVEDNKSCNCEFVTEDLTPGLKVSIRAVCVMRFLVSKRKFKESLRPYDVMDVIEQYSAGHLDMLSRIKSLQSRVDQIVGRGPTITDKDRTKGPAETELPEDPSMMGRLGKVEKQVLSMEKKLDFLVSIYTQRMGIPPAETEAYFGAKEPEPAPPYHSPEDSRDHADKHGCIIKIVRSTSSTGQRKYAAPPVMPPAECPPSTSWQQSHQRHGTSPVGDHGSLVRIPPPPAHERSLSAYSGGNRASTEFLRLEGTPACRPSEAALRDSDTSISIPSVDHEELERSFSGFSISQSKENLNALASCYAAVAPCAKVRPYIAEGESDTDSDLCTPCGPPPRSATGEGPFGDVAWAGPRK
Kir21 inh – inhibitors of mouse Kir2.1 inward-rectifier potassium channel; HEK293-Kir2.1, FluxOR thallium flux fluorescence; stronger effect = lower value; B-score at 10 µM; actives 0.85% (n = 310,000); AID 1672;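 active means fluorescence ratio B-score at or below minus 3 SD of library scores, with starting-brightness B-score within 2 SD, cut at about -4.2 in these data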;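 further: channel flux triggered by added potassium and thallium sulfate stimulus; B-score of peak minus minimum fluorescence over baseline after thallium stimulus; more negative B-score means stronger Kir2.1 block with less thallium influx; some compounds called inactive have numbers as strong as hits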
Active calls of the source: *.

Screening Cc1ccccc1-n1c(SCC(=O)N2CCOCC2)nc(O)c(Cc2ccccc2)c1=O returned KCNQ2 block inactive and Kir21 inh 0.82.
For CCOC(=O)c1c(C)[nH]sc1=S the results were KCNQ2 block inactive and Kir21 inh -0.36.
For NS(=O)(=O)c1ccc(NC(=O)CCC2CCCCC2)cc1 the results were KCNQ2 block inactive and Kir21 inh 0.83.
COc1cc(OC)cc(-c2nnc(SCC(=O)N3CCOCC3)o2)c1 was read as KCNQ2 block inactive and Kir21 inh -1.1.
`CC(C)(C)[C@@H]1C=C(C(N)=O)O[C@H](OCc2ccc(CO)cc2)C1` gave KCNQ2 block inactive and Kir21 inh -0.47.
Screening CCCCNC(=O)CSc1nc2ccccc2n1S(=O)(=O)c1ccc(Br)cc1 returned KCNQ2 block inactive and Kir21 inh 0.03.
CCOC(=O)[C@@H]1[C@H]2COc3cc(OC)ccc3[C@H]2N2C(=O)N(c3cccc(Cl)c3)C(=O)[C@]12C was read as KCNQ2 block inactive and Kir21 inh -0.04.
`O=C(Nc1cccc(NC(=O)c2ccco2)c1)c1cccc(Br)c1` gave KCNQ2 block inactive and Kir21 inh 0.77.
For CC(NC(=O)C1CC1)C(c1cccs1)N1CCN(c2ccccc2)CC1 (stereo not given) the results were KCNQ2 block inactive and Kir21 inh -0.41.
Screening COc1cc(/C=C(\C#N)C(=O)Nc2ccccc2)ccc1OCCN1CCOCC1 returned KCNQ2 block inactive and Kir21 inh 1.1.
For COc1ccc(OC)c(-c2csc(NC(=O)C3c4ccccc4Oc4ccccc43)n2)c1 the results were KCNQ2 block inactive and Kir21 inh -0.06.
For COc1ccc(C(CCNCc2ccc(OC)c(OC)c2)c2ccc(F)cc2)cc1 (stereo not given) the results were KCNQ2 block inactive and Kir21 inh -4.5*.
O=C(COC(=O)C1CCC1)NC(=O)c1ccccc1 was read as KCNQ2 block inactive and Kir21 inh -0.21.
For COc1ccc(CCNC(=O)c2ccccc2SC)cc1 the results were KCNQ2 block inactive and Kir21 inh -0.11.
For Cc1nc2ccccc2nc1CSc1nncs1 the results were KCNQ2 block inactive and Kir21 inh -0.83.
CCn1cc(/C=C(\NC(=O)c2ccc(OC)c(OC)c2)C(=O)NCCN2CCOCC2)c2ccccc21 was read as KCNQ2 block inactive and Kir21 inh 0.44.
`O=C(CSc1nc(-c2ccccc2)c(-c2ccccc2)[nH]1)Nc1nccs1` gave KCNQ2 block inactive and Kir21 inh -0.06.
Screening c1ccc(CNc2nc(-c3cccs3)nc3ccccc23)nc1 returned KCNQ2 block inactive and Kir21 inh -0.14.
For COc1cccc(CNC(C)(C)CO)c1OCc1ccc(Cl)cc1 the results were KCNQ2 block inactive and Kir21 inh -1.5.
`COCCCn1c(=O)c2ccccc2n(CC(=O)NCCC2=CCCCC2)c1=O` gave KCNQ2 block inactive and Kir21 inh 0.38.
NC(=O)C1CCN(C(=O)CSCc2ccccc2Cl)CC1 was read as KCNQ2 block inactive and Kir21 inh -0.04.
Screening CC(=O)Nc1ccc(C(=O)Nc2nc(-c3cc(C)n(Cc4ccccc4)c3C)cs2)cc1 returned KCNQ2 block inactive and Kir21 inh -0.9.
For N#CCN1CCC2(O)CCCCC2C1c1ccc2c(c1)OCO2 (stereo not given) the results were KCNQ2 block inactive and Kir21 inh -0.46.
O=C(CNC(=O)c1ccccc1F)NCCN1C(=O)S/C(=C\c2ccccc2Cl)C1=O was read as KCNQ2 block inactive and Kir21 inh -1.2.
`C=CCn1c(SCC(N)=O)nnc1-c1cc2c(s1)CCC(CC)C2` (stereo not given) gave KCNQ2 block inactive and Kir21 inh 0.86.
For CCOC(=O)c1cnc2c(C#N)c(C)nn2c1C the results were KCNQ2 block inactive and Kir21 inh 1.7.
For Cc1ccccc1N1C(=O)Cc2ccccc2C1=O the results were KCNQ2 block inactive and Kir21 inh 0.56.
Screening CC(C)C(=O)Nc1ccccc1Cc1ccccc1 returned KCNQ2 block inactive and Kir21 inh 0.07.
CCNS(=O)(=O)c1ccc(NC(=O)c2ccc(Cn3cc([N+](=O)[O-])cn3)o2)cc1 was read as KCNQ2 block inactive and Kir21 inh 0.05.
For O=C(c1ccco1)c1cn(CC(=O)N2CCCc3ccccc32)c2ccccc12 the results were KCNQ2 block inactive and Kir21 inh -1.9.
For CCn1c(COc2ccccc2C)nnc1SCC(=O)CC(=O)Nc1ccccc1OC the results were KCNQ2 block inactive and Kir21 inh 0.83.
For CCOC(=O)CCCNC(=O)CSc1nc2ccc(OCC)cc2[nH]1 the results were KCNQ2 block inactive and Kir21 inh 1.5.
`CCOC(=O)N1CCC(N(CCN(C)C)C(=S)Nc2cc(C)ccc2C)CC1` gave KCNQ2 block inactive and Kir21 inh 0.83.
For COc1ccc2[nH]cc(CCNS(=O)(=O)Cc3ccccc3)c2c1 the results were KCNQ2 block inactive and Kir21 inh 0.11.
`O=C(COC(=O)c1ccccc1OCC(=O)Nc1ccc(Br)cc1)Nc1ccccc1` gave KCNQ2 block inactive and Kir21 inh 0.98.
`CCC1(CC)NC(=O)N(CC(=O)OCC(=O)Nc2ccccc2[N+](=O)[O-])C1=O` gave KCNQ2 block inactive and Kir21 inh 0.51.
For C=Cc1ccc(C(=O)NC2CCCN(Cc3ccccc3F)C2)cc1 (stereo not given) the results were KCNQ2 block inactive and Kir21 inh 0.16.
Cc1ccc(S(=O)(=O)CCc2nnc(NC(=O)C3CCCCC3)s2)cc1 was read as KCNQ2 block inactive and Kir21 inh 0.
Screening CCOC(=O)c1oc2cccc(O)c2c1CN1CCOCC1 returned KCNQ2 block inactive and Kir21 inh 0.12.
Screening CCOc1ccccc1C(=O)N[C@H](C(=O)Nc1nc2c(s1)CCCC2)C(C)C returned KCNQ2 block inactive and Kir21 inh 0.85.
For CN1CCN(NC(=O)CN2C(=O)/C(=C/c3ccccc3F)SC2=S)CC1 the results were KCNQ2 block inactive and Kir21 inh -0.03.
For COc1cccc(OCCSc2nc(N)cc(N)n2)c1 the results were KCNQ2 block inactive and Kir21 inh -0.45.
Screening O=C(NCCCN1CCOCC1)C1CCN(S(=O)(=O)c2ccccc2)CC1 returned KCNQ2 block inactive and Kir21 inh 1.3.
Cc1ccc(Nc2c(-c3ccc(N(C)C)cc3)nc3ncccn23)cc1 was read as KCNQ2 block inactive and Kir21 inh -1.5.
`CC1(c2ccccc2)NC(=O)N(CC(=O)Nc2cc(S(=O)(=O)N3CCOCC3)ccc2Cl)C1=O` (stereo not given) gave KCNQ2 block inactive and Kir21 inh 1.7.

Three compounds from above, ordered by length of the SMILES, falling.
`O=C(COC(=O)c1ccccc1OCC(=O)Nc1ccc(Br)cc1)Nc1ccccc1` gave KCNQ2 block inactive and Kir21 inh 0.98.
Screening O=C(NCCCN1CCOCC1)C1CCN(S(=O)(=O)c2ccccc2)CC1 returned KCNQ2 block inactive and Kir21 inh 1.3.
For COc1cccc(OCCSc2nc(N)cc(N)n2)c1 the results were KCNQ2 block inactive and Kir21 inh -0.45.

The results go on.
`COC(=O)CNc1nc(C2CC2)nc2c1nnn2Cc1ccccc1Cl` gave KCNQ2 block inactive and Kir21 inh 1.9.
For CC(NC(=S)Nc1ccc(OC(F)F)c(Cl)c1)C(C)(C)C (stereo not given) the results were KCNQ2 block inactive and Kir21 inh -0.45.
Screening COc1cccc(NC(=O)Nc2cc(C(=O)NCC3CCCO3)ccc2N2CC3CC(C2)c2cccc(=O)n2C3)c1 (stereo not given) returned KCNQ2 block inactive and Kir21 inh -0.01.
For O=C(c1cccc(F)c1)N1CCCC(C(=O)N2CCCCC2)C1 (stereo not given) the results were KCNQ2 block inactive and Kir21 inh 0.88.
COC(=O)c1ccc(COc2ncnc3sccc23)cc1 was read as KCNQ2 block inactive and Kir21 inh -1.5.
COc1cc(S(=O)(=O)n2nc(C)cc2C)ccc1Cl was read as KCNQ2 block inactive and Kir21 inh 1.1.
CN(C)c1cc[n+](CC[n+]2ccc(N(C)C)cc2)cc1 was read as KCNQ2 block inactive and Kir21 inh -0.2.
`Nc1cccnc1Sc1ccc(Cl)cc1` gave KCNQ2 block inactive and Kir21 inh 0.11.
Screening NC(=O)c1ccc(-c2csnn2)cc1 returned KCNQ2 block inactive and Kir21 inh -0.92.
For Cn1c(CC(=O)Nc2ccc(F)cc2)nnc1SCC(=O)NC1CCCCC1 the results were KCNQ2 block inactive and Kir21 inh -0.69.
Cc1cc(OCC(O)CNC(C)(C)C)ccc1Cl (stereo not given) was read as KCNQ2 block inactive and Kir21 inh -0.93.
CC(=O)c1cccc(NC(=S)NCCC2=CCCCC2)c1 was read as KCNQ2 block inactive and Kir21 inh -2.8.
For O=C(Nc1ccnn1C1CCN(Cc2ccccc2)CC1)c1ccccc1Cl the results were KCNQ2 block inactive and Kir21 inh -0.52.
Screening Cc1ccc(Oc2cc([N+](=O)[O-])cc3c2C(=O)Nc2ccccc2O3)cc1 returned KCNQ2 block inactive and Kir21 inh 0.51.
Screening COc1ccc(CN2CCN(S(=O)(=O)c3ccc(NC(C)=O)cc3)CC2)c(OC)c1OC returned KCNQ2 block inactive and Kir21 inh -0.42.

In the list so far, these have a furan ring, fused or not.
`O=C(Nc1cccc(NC(=O)c2ccco2)c1)c1cccc(Br)c1` gave KCNQ2 block inactive and Kir21 inh 0.77.
CCNS(=O)(=O)c1ccc(NC(=O)c2ccc(Cn3cc([N+](=O)[O-])cn3)o2)cc1 was read as KCNQ2 block inactive and Kir21 inh 0.05.
For O=C(c1ccco1)c1cn(CC(=O)N2CCCc3ccccc32)c2ccccc12 the results were KCNQ2 block inactive and Kir21 inh -1.9.
Screening CCOC(=O)c1oc2cccc(O)c2c1CN1CCOCC1 returned KCNQ2 block inactive and Kir21 inh 0.12.

Carrying on.
Screening CC(/C=N/NC(=O)c1ccccc1F)=C\c1ccccc1 returned KCNQ2 block inactive and Kir21 inh 1.2.
Screening O=C(CN1C(=O)NC2(CCCC2)C1=O)N1CCN(c2ccccc2Cl)CC1 returned KCNQ2 block inactive and Kir21 inh 0.
COc1ccccc1N1CCN(CCC(=O)Nc2ccc(F)cc2)CC1 was read as KCNQ2 block inactive and Kir21 inh 0.71.
Screening CCOc1ccc(OCC)c(NC(=O)CN(C)S(=O)(=O)c2cccc3nsnc23)c1 returned KCNQ2 block inactive and Kir21 inh 0.75.
Cc1ccc2nc(C3CCN(CC(=O)N4CCCCCC4)CC3)[nH]c2c1 was read as KCNQ2 block inactive and Kir21 inh -1.5.
For COc1ccc(NC(=O)C2=CC(c3cccs3)=NS(=O)(=O)N2C)cc1 the results were KCNQ2 block inactive and Kir21 inh 2.1.
Screening COc1cccc2[nH]c3c(N4CCc5ccccc5C4)ncnc3c12 returned KCNQ2 block inactive and Kir21 inh 0.5.
Screening COc1ccccc1NS(=O)(=O)CC12CCC(CC1=O)C2(C)C (stereo not given) returned KCNQ2 block inactive and Kir21 inh 0.67.
For Cc1ccccc1N=C1NC(=O)CS1 the results were KCNQ2 block inactive and Kir21 inh -0.86.
`Cc1nn(C)c(C(=O)NC(=S)Nc2ccc([N+](=O)[O-])cc2)c1Cl` gave KCNQ2 block inactive and Kir21 inh -0.49.
COc1ccc2c(c1)C(NC(=O)C(F)(F)F)CC2=O (stereo not given) was read as KCNQ2 block inactive and Kir21 inh 0.26.
`Cc1onc(-c2ccccc2Cl)c1C(=O)Nc1cccnc1` gave KCNQ2 block inactive and Kir21 inh -1.4.
O=[N+]([O-])c1cccnc1N1CCN(c2ccc(F)cc2)CC1 was read as KCNQ2 block inactive and Kir21 inh 1.3.
Cc1ccc(-c2cc(C(=O)NCC3CCCO3)c3ccccc3n2)cc1C (stereo not given) was read as KCNQ2 block inactive and Kir21 inh 1.3.
Screening CCOc1ccc(C2C(C#N)=C(N)SC(N)=C2C#N)cc1OC returned KCNQ2 block inactive and Kir21 inh -0.83.

3 records drawn at random from those above:
For C=Cc1ccc(C(=O)NC2CCCN(Cc3ccccc3F)C2)cc1 (stereo not given) the results were KCNQ2 block inactive and Kir21 inh 0.16.
Cc1ccc(S(=O)(=O)CCc2nnc(NC(=O)C3CCCCC3)s2)cc1 was read as KCNQ2 block inactive and Kir21 inh 0.
For Cn1c(CC(=O)Nc2ccc(F)cc2)nnc1SCC(=O)NC1CCCCC1 the results were KCNQ2 block inactive and Kir21 inh -0.69.

More records follow:
O=C1c2ccccc2C(=O)c2c1cccc2N(CCO)CCO was read as KCNQ2 block inactive and Kir21 inh 0.35.
For COC(CNC(=O)c1c[nH]c2ccc(S(=O)(=O)N3CCOCC3)cc2c1=O)OC the results were KCNQ2 block inactive and Kir21 inh -0.89.
`O=C1CCC(c2ccccc2)N1C(=O)c1cccnc1` (stereo not given) gave KCNQ2 block inactive and Kir21 inh 0.56.
`O=C(C1CC1)N1N=C2CCCCC2C1(O)C(F)(F)F` (stereo not given) gave KCNQ2 block inactive and Kir21 inh 0.08.
O=C(NC1CCCCC1)c1cccc(Cn2cc(Cl)cn2)c1 was read as KCNQ2 block inactive and Kir21 inh -0.75.
`O=C(NC1CCCCC1)C1CCCN1C(=O)Nc1ccccc1` (stereo not given) gave KCNQ2 block inactive and Kir21 inh -0.24.
`CC1(C)CC(=O)C=C(NCCc2c[nH]c3ccccc23)C1` gave KCNQ2 block inactive and Kir21 inh 0.81.
`O=[N+]([O-])c1cc(S(=O)(=O)N2CCCCC2)ccc1NCCN1CCOCC1` gave KCNQ2 block inactive and Kir21 inh -0.55.
`Cc1onc(-c2ccccc2Cl)c1-c1nc(-c2ccccn2)no1` gave KCNQ2 block inactive and Kir21 inh 0.09.
For O=C(Nc1cccnc1Cl)c1ccc(Cl)cc1 the results were KCNQ2 block inactive and Kir21 inh -0.48.
Screening COc1ccc(-c2nnc3ccc(SCC(=O)N4CCCC4)nn23)cc1 returned KCNQ2 block inactive and Kir21 inh 1.6.
C=CCn1c(/N=C/c2ccc(OC)cc2)nc2ccccc21 was read as KCNQ2 block inactive and Kir21 inh -0.03.
For CCN(CC(=O)Nc1ccc(NC(C)=O)cc1)C(=O)CCCSc1nc2ccccc2[nH]1 the results were KCNQ2 block inactive and Kir21 inh 0.85.

This is a random part of the collection. Share with any hit: about 1.9%.
